proKLK7 act: proKLK7 zymogen activators, primary screen, biochemical, fluorescence intensity; AID 652039, 2013; purified proKLK7, EDANS-DABCYL substrate fluorescence; 100% is mature enzyme control, 0% vehicle; actives 0.9% (n = 370,000); Kallikrein-7 (Homo sapiens), P49862; activation, % at 7 µM;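 active = activation above the mean of all tested compounds plus 3 SD, computed per campaign excluding outliers beyond control limits, cut at about 13% in these data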
ASAP1 inh: inhibitors of human ASAP1 ArfGAP activity, primary screen, biochemical, fluorescence polarization | ASAP1-stimulated ARF1 GTP hydrolysis, GDP FP detection | inhibition, % at 16.5 µM | actives 0.19% (n = 360,000); in the data active = inhibition above about 25%;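 also: 0% = vehicle with enzyme and substrate and 100% = no enzyme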
DDE Tn7 FP inh: inhibitors of Tn7 peptide binding to fibrin DD(E), primary screen, biochemical, fluorescence polarization, human fibrin, Tn7 probe. FP displacement of FITC-Tn7 peptide from fibrin DD(E); 0% = median of compound wells per plate. inhibition, % at 8.3 µM. actives 0.13% (n = 370,000). AID 720508, 2013;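 active = inhibition above the mean of compounds falling within the control limits plus 3 SD of them, cut at about 14% in these data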;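 also: 0% = plate median of compound wells and 100% = 10 µM Aha-Tn7 peptide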
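system = human fibrin DD(E) protein | quantity = DD(E) 2 µM final | medium = Tris/NaCl/CaCl2 buffer, pH 7.8 | also added = labelled Tn7 tracer, 0.1 µM | compound dosing = single point at 8.3 µM | timing = compound with protein 10 min, then 3 h after probe, room temperature | signal = FP measurement | benchmarks = Aha-Tn7 high control | repeats = one replicate per compound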
Rev-erbA mod: modulators of Rev-erb alpha DNA binding, primary screen, biochemical, FITC-DNA, fluorescence polarization, uHTS | actives 0.79% (n = 370,000) | Rev-erbα–FITC-DNA binding, 90 min | activity, % at 10 µM | Nuclear receptor subfamily 1 group D member 1 (Homo sapiens), P20393;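 active = activity above about 14%, limit read from the data; passing the limit was not always enough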;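 also: 0% = DMSO wells with 35 nM protein and 100% = DMSO wells with 750 nM protein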
PLCb3 inh: human PLC-beta3 inhibitors, primary screen, biochemical, fluorescence; 1-phosphatidylinositol 4,5-bisphosphate phosphodiesterase beta-3 (Homo sapiens), Q01970; Purified PLC-beta3, fluorogenic substrate; inhibition, % at 12.2 µM; actives 0.18% (n = 370,000); in the data active = inhibition above about 11%;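 also: 0% = median of compound wells on plate and 100% = full blocker control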
Target sequence (Q01970 whole entry, looked up): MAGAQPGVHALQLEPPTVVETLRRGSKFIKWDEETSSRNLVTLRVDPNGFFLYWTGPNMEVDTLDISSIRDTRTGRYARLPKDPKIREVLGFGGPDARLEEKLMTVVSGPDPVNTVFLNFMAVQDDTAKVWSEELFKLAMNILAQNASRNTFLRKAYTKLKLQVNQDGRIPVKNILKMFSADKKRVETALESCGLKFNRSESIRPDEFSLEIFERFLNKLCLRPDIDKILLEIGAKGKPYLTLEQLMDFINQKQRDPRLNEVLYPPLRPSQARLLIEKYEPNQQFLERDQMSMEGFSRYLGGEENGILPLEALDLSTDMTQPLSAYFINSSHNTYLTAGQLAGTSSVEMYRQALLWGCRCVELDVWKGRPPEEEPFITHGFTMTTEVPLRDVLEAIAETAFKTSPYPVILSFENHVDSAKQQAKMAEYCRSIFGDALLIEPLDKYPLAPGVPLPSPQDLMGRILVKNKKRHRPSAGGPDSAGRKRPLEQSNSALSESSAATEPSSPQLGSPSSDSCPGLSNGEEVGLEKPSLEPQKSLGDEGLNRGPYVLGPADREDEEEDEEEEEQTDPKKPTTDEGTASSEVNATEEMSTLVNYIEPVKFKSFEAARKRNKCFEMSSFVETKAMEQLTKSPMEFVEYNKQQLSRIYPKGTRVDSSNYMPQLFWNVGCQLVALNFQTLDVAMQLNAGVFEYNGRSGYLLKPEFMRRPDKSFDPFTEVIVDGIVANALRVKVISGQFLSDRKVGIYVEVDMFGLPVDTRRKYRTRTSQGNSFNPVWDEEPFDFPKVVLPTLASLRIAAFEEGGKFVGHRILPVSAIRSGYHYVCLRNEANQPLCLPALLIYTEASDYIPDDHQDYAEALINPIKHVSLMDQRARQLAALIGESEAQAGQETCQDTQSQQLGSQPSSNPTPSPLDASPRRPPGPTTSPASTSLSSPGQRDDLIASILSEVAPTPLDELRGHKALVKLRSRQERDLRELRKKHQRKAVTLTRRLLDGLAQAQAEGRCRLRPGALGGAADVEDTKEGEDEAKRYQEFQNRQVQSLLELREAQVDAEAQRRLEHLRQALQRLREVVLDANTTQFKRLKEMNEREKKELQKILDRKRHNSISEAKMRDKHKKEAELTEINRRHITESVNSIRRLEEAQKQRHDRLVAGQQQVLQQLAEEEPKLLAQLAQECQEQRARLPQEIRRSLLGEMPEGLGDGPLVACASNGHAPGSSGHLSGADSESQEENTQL
DDE Tn6 FP inh: inhibitors of Tn6 peptide binding to fibrin DD(E), primary screen, biochemical, fluorescence polarization, human fibrin, Tn6 probe. Fibrinogen beta chain (Homo sapiens), P02675. Fibrin DD(E) TRITC-Tn6 fluorescence polarization displacement. inhibition, % at 8.3 µM. actives 0.21% (n = 370,000). AID 720509, 2013;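 active = inhibition above a per-campaign cutoff: mean of compounds within control limits plus 3 SD, cut at about 15% in these data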;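 also: 0% = median of all compound wells on the plate and 100% = blocking peptide control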
UHRF1 binding: UHRF1 methylated DNA binding inhibitors, primary screen, counter-screen for MBD2 inhibitor project, biochemical, TR-FRET, human UHRF1, single concentration; UHRF1 binding to methylated oligo; inhibition, % at 4.4 µM; actives 0.75% (n = 370,000); AID 687016, 2013; in the data active = inhibition above about 21%;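 also: UHRF1 SRA domain binding a hemimethylated CpG hairpin DNA probe; 0% = median of test compound wells and 100% = reference inhibitor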
PLCg1 inh: PLC-gamma1 enzyme inhibitors, primary screen, biochemical, fluorescence, purified enzyme | actives 0.84% (n = 370,000) | AID 720700, 2013 | fluorogenic substrate | inhibition, % at 12.2 µM; in the data active = inhibition above about 9.5%
sPLA2-III inh: human group III sPLA2 inhibitors, primary screen, biochemical, QFRET, BODIPY PC-A2 liposome substrate | inhibition, % at 12.2 µM | AID 743126, 2013 | QFRET BODIPY PC-A2 liposome hydrolysis, fluorescence | actives 0.56% (n = 370,000) | Group 3 secretory phospholipase A2 (Homo sapiens), Q9NZ20;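 active = inhibition above mean plus 3 SD of compounds lying within the high and low control bounds, cut at about 19% in these data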;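 also: 0% = median of test compound wells and 100% = no enzyme DMSO wells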
ARFGAP1 inhibitor: inhibitors of rat ARFGAP1 GAP activity, primary screen, biochemical, fluorescence polarization, GDP tracer; actives 0.26% (n = 360,000); AID 651572, 2012; inhibition, % at 16.5 µM; Arfgap1-stimulated ARF1 GTP hydrolysis, GDP FP detection;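 active = inhibition above a per-plate limit, mean inhibition of low control wells plus 3 SD, cut at about 25% in these data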;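 also: 0% = DMSO wells with enzyme and 100% = wells lacking Arfgap1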
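System: truncated rat Arfgap1 GAP domain / Benchmarks: high control wells lacking Arfgap1, low control full reaction with DMSO / Times: compound-enzyme preincubation 20 min, reaction 120 min, detection 60 min, 25 °C / Repeats: one replicate per compound / Also added: human ARF1(Δ1-17)-GTP substrate / Measured by: Tracer-displacement fluorescence polarization with EDTA stop, 620/688 nm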
The depositor's hits bear a star. Rows are unselected. About 4.5% of those tested had a hit in this group.

SMILES,Rev-erbA mod,sPLA2-III inh,UHRF1 binding,ARFGAP1 inhibitor,proKLK7 act,PLCb3 inh,DDE Tn6 FP inh,DDE Tn7 FP inh,PLCg1 inh,ASAP1 inh
COc1ccc(/C=C/C(=O)OCC(=O)Nc2c(C)cccc2C)cc1,4,3,5,23,-0.5,3,-4,-9,3,8
C=Cc1cc2c(cc1O)CCC1C2CCC2(C)C(O)CCC12 (stereo not drawn),-3,-14,4,10,-2.4,-7,-2,-2,1,8
O=C(O)COc1ccccc1/C=N/NC(=O)c1cccc(S(=O)(=O)N2CCOCC2)c1,-2,4,1,-4,0.4,-10,1,9,0,8
CCOC(=O)C1CCN(C(c2cc3ccc(C)cc3[nH]c2=O)c2nnnn2C2CCCCC2)CC1 (stereo not drawn),6,0,-6,-10,-0.6,-18,-7,-3,-12,-13
CC(CO)NS(=O)(=O)c1cccc(Cl)c1F (stereo not drawn),1,4,-1,-5,-0.7,-1,2,2,1,6
COc1ccccc1N1CCN(CC(=O)Nc2ccc(S(=O)(=O)N3CCCCCC3)cc2)CC1,-1,-14,-2,-2,0.8,-5,-6,4,-2,-2
Cc1ccc2c(c1)N(CC(=O)Nc1ccccc1F)C(=O)C(C)O2 (stereo not drawn),-4,-2,5,-6,-0.5,-6,-3,-4,0,-4
CN1CCN(S(=O)(=O)c2cccc(C(=O)NCc3ccc(Cl)cc3)c2)CC1,-6,4,3,3,-0.2,-6,-3,7,1,1

Following part:
SMILES,Rev-erbA mod,sPLA2-III inh,UHRF1 binding,ARFGAP1 inhibitor,proKLK7 act,PLCb3 inh,DDE Tn6 FP inh,DDE Tn7 FP inh,PLCg1 inh,ASAP1 inh
CCCN(CCC)C(=O)CCS(=O)(=O)c1cccc2nsnc12,3,5,-1,2,-0.3,2,-2,-4,1,8
COc1ccc(NC(=O)c2ccc3c(c2)OCO3)cc1,1,3,0,4,0.1,-6,4,-2,3,7
O=C(COc1ccccc1)N=C1SC2CS(=O)(=O)CC2N1c1cccc(F)c1 (stereo not drawn),-4,-6,2,12,0.1,3,-3,-5,5,-2
O=C(NCc1ccccc1)[C@@H]1CCCN1C(=O)[C@H]1CCCN1C(=O)N1CCCCC1,2,0,4,9,0.2,4,-1,-2,5,6
O=C(CC1CCCCC1)NCc1ccc(F)cc1,-2,5,-1,5,0.4,-2,0,-3,-2,5
Cc1ccccc1CNC(=O)c1ccccc1N,-2,9,-4,-4,0.4,-86,-1,3,-58,-19
Cc1ccc(NC(=O)c2cnccn2)cc1,4,5,1,-1,-0.4,-1,0,0,1,5
CCC(CO)Oc1cc(NCc2cccc(F)c2)c2ncn(C(C)C)c2c1 (stereo not drawn),2,1,-5,3,0.1,-66,1,-8,-45,17

Later entries.
SMILES,Rev-erbA mod,sPLA2-III inh,UHRF1 binding,ARFGAP1 inhibitor,proKLK7 act,PLCb3 inh,DDE Tn6 FP inh,DDE Tn7 FP inh,PLCg1 inh,ASAP1 inh
COc1cc(C(=O)OCCCN(C)C)cc(OC)c1OC,-8,-1,-1,15,0.6,-1,8,9,-1,-1
COc1ccc(NC(=O)CSc2nnc(-c3ccccc3C)n2C)cc1,1,0,2,6,-0.6,0,1,7,-1,9
Cc1cccnc1NC(=O)c1ccc(Cl)c(S(=O)(=O)N2CCCCC2)c1,-3,5,-1,6,0.1,-7,4,-3,-3,3
COCC1CCN(C(=O)c2ccc(OC3CCN(Cc4ccccn4)CC3)cc2)C1 (stereo not drawn),-4,13,1,-2,1.0,-5,-1,8,2,2
COc1ccccc1C(=O)NC(=O)COC(=O)c1ccc([N+](=O)[O-])cc1Cl,-8,15,2,-1,0.2,-2,-2,-5,5,2
CCOc1cc2[nH]c(=S)n(Cc3ccc(C(=O)N4CCN(C)CC4)cc3)c(=O)c2cc1OCC,-3,3,1,0,0.2,1,5,1,-1,-3
COc1ccccc1N1CCN(C2CCCN(C(=O)CCn3cncn3)C2)CC1 (stereo not drawn),9,6,2,7,-0.7,-8,-11,-3,7,3
O=C(NC(=S)NCC1CCCO1)c1ccccc1F (stereo not drawn),-3,1,-1,-2,0.1,0,-2,7,-1,-5

The listing continues:
SMILES,Rev-erbA mod,sPLA2-III inh,UHRF1 binding,ARFGAP1 inhibitor,proKLK7 act,PLCb3 inh,DDE Tn6 FP inh,DDE Tn7 FP inh,PLCg1 inh,ASAP1 inh
O=C(Nc1ccc(N2CCOCC2)cc1)c1ccc(Cl)c(S(=O)(=O)N2CCCCC2)c1,0,15,3,-4,0.3,-2,-1,4,2,-10
Cc1ccc(C(=O)NCCCNCCCNC(=O)c2ccc(C)nc2)cn1,3,6,0,-13,0.2,3,0,-4,7,10
Cc1ccccc1CSc1nnc(C)c(=O)n1N,1,6,9,3,0.3,-2,-1,0,5,5
CCOC(=O)CC1(CCc2ccccc2)Oc2ccccc2O1,1,-2,-4,1,0.6,4,6,1,5,4
COC(=O)Cc1ccc(NC(=O)c2ccc3c(c2)C(=O)N(CC2CCCO2)C3=O)cc1 (stereo not drawn),1,0,2,6,0.2,-3,9,-1,-1,-8
COc1ccc(-c2nn(CCC#N)cc2C(=O)Nc2ccccn2)cc1OC,-4,5,1,5,-0.2,-2,0,0,0,4
COc1ccccc1NC(=O)OC[C@@H]1CSCCS(=O)(=O)N1,0,0,-3,15,-0.4,2,-8,6,-2,20
O=C(NCc1cccs1)C1Cc2c(-c3ccc(Cl)cc3)ccnc2O1 (stereo not drawn),-7,-5,6,-6,0.4,1,-8,-1,7,-6

(list continues)
SMILES,Rev-erbA mod,sPLA2-III inh,UHRF1 binding,ARFGAP1 inhibitor,proKLK7 act,PLCb3 inh,DDE Tn6 FP inh,DDE Tn7 FP inh,PLCg1 inh,ASAP1 inh
Cc1ccc(C(=O)N/C(=C/c2cccs2)C(=O)NCCCn2ccnc2)cc1,-3,-4,-3,2,-0.5,4,-1,0,4,4
COc1ccc(CCN(C)C(=O)c2cc(S(=O)(=O)N3CCCCC3)ccc2Cl)cc1OC,1,-2,-2,1,0.0,-1,3,-3,-4,-5
CCCCn1c(N)c(N(Cc2ccccc2OC)C(=O)COc2ccccc2C#N)c(=O)[nH]c1=O,1,1,7,2,0.1,-9,7,0,0,10
CCCCNC(=O)C1(C)CCN1Cc1cccc2c(OC)cc(C(=O)OCC)cc12 (stereo not drawn),15,5,0,-1,0.7,-29,-14,-1,-20,0
CC(=O)Nc1ccc(SC[C@H](CC(C)C)N2CCN(CC(C)C)CCC2=O)cc1,0,0,-1,5,-0.7,6,2,-1,4,7
CCN(CC)S(=O)(=O)c1ccc(N2CCOCC2)c(NCC(=O)Nc2ccc(F)cc2)c1,0,-1,1,7,-0.1,6,5,-5,5,0
O=c1oc(-c2ccccc2F)nc2scc(-c3ccccc3)c12,3,-1,2,10,0.2,-6,1,-4,-1,4
COC(=O)C[C@@H]1C[C@@H]2c3cc(NS(=O)(=O)c4ccc(F)cc4)ccc3O[C@@H]2[C@@H](CO)O1,3,0,7,9,-0.6,2,3,-12,2,6

(next part)
SMILES,Rev-erbA mod,sPLA2-III inh,UHRF1 binding,ARFGAP1 inhibitor,proKLK7 act,PLCb3 inh,DDE Tn6 FP inh,DDE Tn7 FP inh,PLCg1 inh,ASAP1 inh
COc1cc(C)c(CN2CCN(CC(=O)Nc3ccccc3C(=O)NC3CC3)CC2)cc1OC,-7,0,0,-7,0.1,-7,-2,-7,5,0
CC(=O)C(C)Oc1ccc2c3c(c(=O)oc2c1)CCCCC3 (stereo not drawn),1,-1,1,-2,-0.7,-297,-2,4,-210,-4
CC(=O)Nc1ccc(NC(C)=O)s1,-1,-7,-2,-3,-0.3,1,-1,-5,-1,-4
CC(C)c1nc2oc3c(NCCO)ncnc3c2c2c1COC(C)(C)C2,-2,4,2,0,3.2,-31,5,-2,-21,9
Cc1c(N)cccc1N,1,3,-2,9,-0.7,-6,4,-4,-5,-5
CCS(=O)(=O)c1ccc(C(=O)Nc2ccccc2)c(Cl)c1Cl,-4,-1,2,8,0.0,-1,-1,3,-6,-15
Cc1cc(C)cc(C(=O)NC(CC(N)=O)c2ccc(N3CCCCCC3)c([N+](=O)[O-])c2)c1 (stereo not drawn),-4,-3,-2,10,0.5,1,-4,-4,-1,6
Cn1c(=O)cc(Nc2ccc(Cl)cc2)[nH]c1=O,3,-1,-1,-20,-0.2,-5,1,5,-1,5
COc1ccc(C(=O)NCCCNC(=O)c2ccccn2)cc1,2,4,2,15,0.5,-4,0,1,-3,3
COc1ccc(C(CNC(=O)CCNC(=O)c2ccc(Br)cc2)N2CCOCC2)cc1 (stereo not drawn),2,8,0,1,0.4,-8,2,-4,0,0
Nc1nc(CCl)nc(Nc2ccccc2)n1,7,-5,-1,10,0.3,5,6,-1,2,-3

3 compounds picked at random from the list so far:
SMILES,Rev-erbA mod,sPLA2-III inh,UHRF1 binding,ARFGAP1 inhibitor,proKLK7 act,PLCb3 inh,DDE Tn6 FP inh,DDE Tn7 FP inh,PLCg1 inh,ASAP1 inh
Cc1cc(C)cc(C(=O)NC(CC(N)=O)c2ccc(N3CCCCCC3)c([N+](=O)[O-])c2)c1 (stereo not drawn),-4,-3,-2,10,0.5,1,-4,-4,-1,6
COc1cc(C)c(CN2CCN(CC(=O)Nc3ccccc3C(=O)NC3CC3)CC2)cc1OC,-7,0,0,-7,0.1,-7,-2,-7,5,0
CC(=O)Nc1ccc(NC(C)=O)s1,-1,-7,-2,-3,-0.3,1,-1,-5,-1,-4
